All columns: NCI-60 one-dose screen, growth in % after 48 h at 10 µM unless noted; 100 = growth as untreated, 0 = no growth, -100 = all killed.
RXF 393 = RXF 393 renal cancer cells | AID 1794773 | 6.9% of 77,000 active
ACHN = ACHN renal cancer; 4.9% of 81,000 active
TK-10 = TK-10 renal cancer cells | AID 1794769 | 3.9% of 81,000 active
UO-31 = UO-31 renal cancer; 5.2% of 81,000 active; AID 1794768
786-0 = 786-0 renal cancer cells; 5.1% of 81,000 active; AID 1794775
A498 = A498 renal cancer cells | 5.4% of 76,000 active
SN12C = SN12C renal cancer cells; 3.8% of 81,000 active
CAKI-1 = CAKI-1 renal cancer. 4.7% of 75,000 active
PC-3 = PC-3 prostate cancer cells. AID 1794754. 3.9% of 80,000 active
* = called active by the depositor; x = not tested or not shown; & = joins results of further samples. How the source made its calls: active means growth percent below 10; inactive means the rest.

SMILES	RXF 393	ACHN	TK-10	UO-31	786-0	A498	SN12C	CAKI-1	PC-3
COCCC[C@H]1O[C@@](O)([C@H](C)[C@@H]2CC(OC)C(O)/C=C(C)/C=C(C)/C=C(\C)C(OC3O[C@@H](C)[C@H](O)C(O)[C@@H]3O)C(C)/C=C(C)/C=C(OC)/C=C(\C)C(=O)O2)C(OC)C(O)[C@]1(C)O[C@H]1C[C@@H](O)[C@H](O[C@H]2C[C@](C)(O)[C@H](O)C(C)O2)C(C)O1 (some centres not stated)	48	68	50	26	73	56	68	74	28
COC(=O)C(C)N (configuration not stated)	172	111	116	92	110	94	108	104	115
O=C(CCN1C(=O)/C(=C/c2ccc(O)cc2)SC1=S)Nc1ccc(Cl)cc1	108	84	108	6.2*	100	95	92	93	88
Fc1ccc(-c2nnc(N3CCOCC3)c3ccccc23)cc1F	x	94	102	88	112	98	103	103	89
Cc1csc(N/N=C/c2cn(-c3ccccc3)nc2-c2cc3ccccc3oc2=O)n1	102	97	110	68	105	110	102	91	91
O=C(NC1CCCCC1)c1ccc(Cl)cc1Cl	101	98	99	71	105	78	116	114	89
OC(CNC1CCCCC1)Cn1c2ccc(I)cc2c2cc(I)ccc21 (configuration not stated)	78	75	95	48	78	88	70	64	63
Clc1ccc(-c2ccc(-n3ccnc3)nn2)cc1	107	115	118	86	105	100	98	106	96
CC1CC(C#N)C(=O)O1 (configuration not stated)	102	99	92	88	91	78	94	86	94
CC1OC(n2c3ccccc3c3c4c(c5c6ccccc6[nH]c5c32)C(=O)N(CCN2CCOCC2)C4=O)CC(O)C1O (configuration not stated)	33	8.9*	59	26	6.7*	48	20	15	34
CCNC(=S)Cc1ccccc1	98	104	101	90	100	66	100	99	93
N#Cc1c(NC(=O)c2ccc(Br)cc2)sc2c1CCCC2	14	48	73	63	46	x	46	54	29
O=C(Cn1c(/C=C/c2cccc([N+](=O)[O-])c2)nc2ccccc2c1=O)Nc1ccc(Cl)cc1	83	102	106	78	93	156	92	108	93
O=C(O)c1cccc(-c2ccc(/C=N/NC(=O)c3[nH]c4ccc(Br)cc4c3-c3ccccc3)o2)c1	25	90	117	81	85	95	81	96	86
O=C1Nc2ccc(F)cc2C12CC(c1ccc(Br)cc1)=NN2 (configuration not stated)	108	95	97	65	105	101	109	97	90
Nc1nc(-c2ccccc2)c(N=Nc2cccc([N+](=O)[O-])c2)s1	67	63	122	87	89	103	55	80	68
Fc1ccc(-c2cc(-c3cc(-c4ccc(F)cc4)n[nH]3)[nH]n2)cc1	133	107	109	90	95	120	94	98	109
COC(=O)c1[nH]nc2c1C1(C(=O)Nc3ccc(OC(F)(F)F)cc31)C(C#N)=C(N)O2 (configuration not stated)	104	105	115	84	105	104	105	90	95
Cc1cccc(-c2nc(-c3cccc(C)c3)c3cc(-c4ccccc4)n(C)c3n2)c1	149	109	131	86	104	134	100	91	98
CCOC(=O)/C(C#N)=C\c1ccco1	104	111	104	80	90	119	105	100	76
C=C(C)[C@@H]1CC[C@]2(c3ncc(C)o3)CC[C@]3(C)[C@H](CC[C@@H]4[C@@]5(C)Cc6c([nH]c7ccccc67)C(C)(C)[C@@H]5CC[C@]43C)[C@@H]12	95	96	104	68	99	93	90	71	79
CCCCCCCCSc1ncnc2c1ncn2CO	55	81	90	87	86	106	76	73	76
COc1cc(O)cc(/C=C/c2ccccc2)c1	99	88	91	52	96	110	81	85	86
COc1ccc(/C=C(\c2cc(OC)c(OC)c(OC)c2)c2nnc(-c3ccc(Cl)cc3Cl)o2)cc1	79	92	113	51	86	50	85	55	52
COc1ccc(C(=O)c2nc3ccccc3n2CC(=O)c2ccc(F)cc2)cc1	89	105	84	88	87	116	93	115	83
CS(=O)(=O)Nc1cncc(-c2ccc3ncnc(Nc4cncc(Cl)c4)c3c2)c1	87	96	65	78	82	71	84	95	85
Cc1cc(S(=O)(=O)O)ccc1N	138	103	124	104	91	114	102	94	107
Cc1cc(Cl)c(O)c(CN(Cc2cc(C)cc(Cl)c2O)C2CCCCC2)c1	105	108	87	70	93	90	101	x	84
COc1ccc(/C=C/C(=O)c2ccc(NC(=O)CSc3nnc(-c4cc(-c5ccc(OC)cc5)nc5ccccc45)n3-c3ccccc3)cc2)cc1	105	98	130	78	102	108	95	92	89
CSc1nc2sc3c(c2c(=O)n1-c1ccccc1)CCC(=O)C3	105	99	130	90	112	101	95	98	56
Cc1cc(OI)c(C(C)C)cc1-c1cc(C(C)C)c(OI)cc1C	101	96	97	84	103	85	101	95	99
O=S(=O)(NC(CI)CI)c1ccccc1	59	56	85	66	102	94	76	23	66
C/C(=C\C(C)c1ccccc1)[N+](=O)[O-] (configuration not stated)	129	107	112	99	110	105	104	102	95
C=CCOC(=O)C1=C(C)N(CC)C(=O)NC1c1c(Cl)n(C)c2ccccc12 (configuration not stated)	108	82	102	76	96	95	102	61	88
O=c1c2cc(F)ccc2sc2c(Nc3cccnc3)nc3ccccc3c12	88	73	96	80	87	79	93	69	89
CN(C)c1cccc2c(S(=O)(=O)Nc3cccc(-c4csc(NC(=O)CCCCCN5CCN(c6cc7c(cc6F)C(=O)N(C6CCC(=O)NC6=O)C7=O)CC5)n4)c3)cccc12 (configuration not stated)	90	98	97	70	86	96	86	79	79

Single records (already shown). Order of values: RXF 393	ACHN	TK-10	UO-31	786-0	A498	SN12C	CAKI-1	PC-3
C=CCOC(=O)C1=C(C)N(CC)C(=O)NC1c1c(Cl)n(C)c2ccccc12 (configuration not stated) in the list: 108	82	102	76	96	95	102	61	88
Cc1cc(Cl)c(O)c(CN(Cc2cc(C)cc(Cl)c2O)C2CCCCC2)c1 in the list: 105	108	87	70	93	90	101	x	84
C/C(=C\C(C)c1ccccc1)[N+](=O)[O-] (configuration not stated) in the list: 129	107	112	99	110	105	104	102	95
O=S(=O)(NC(CI)CI)c1ccccc1 in the list: 59	56	85	66	102	94	76	23	66
COc1ccc(/C=C/C(=O)c2ccc(NC(=O)CSc3nnc(-c4cc(-c5ccc(OC)cc5)nc5ccccc45)n3-c3ccccc3)cc2)cc1 in the list: 105	98	130	78	102	108	95	92	89

The listing continues.
SMILES	RXF 393	ACHN	TK-10	UO-31	786-0	A498	SN12C	CAKI-1	PC-3
Nc1ccc2cc(S(=O)(=O)O)cc(O)c2c1	121	100	127	63	95	125	112	x	100
COc1ccc(NC2CC(=O)N(CCc3ccccc3)C2=O)c(OC)c1 (configuration not stated)	103	101	100	83	100	102	99	90	95
COc1cc(-c2nc3sccn3c2-c2ccnc(NCCCNS(=O)(=O)c3ccc(F)cc3)n2)ccc1F	72	61	118	49	97	97	62	61	47
CSc1ncc(CO)c(N)n1	124	109	99	104	94	97	104	x	94
Clc1ccc2[nH]c3c(NCCCN4CCOCC4)ncnc3c2c1	71	45	78	57	80	58	82	76	76
CC(N)CCCc1ccccc1 (configuration not stated)	111	106	97	88	97	90	x	99	96
CCC1(C)COC(c2ccc3c(c2)OCO3)OC1 (configuration not stated)	120	98	112	88	110	95	102	102	98
Oc1[nH]c2ccccc2c1/C=c1/ccc2c(c1)N=C(c1cc(F)cc(F)c1)N=2	78	51	114	60	64	61	68	52	26
O=C1C=C(NCCCCCCN2C(=O)c3cccc4cccc(c34)C2=O)C(=O)c2cc3ccccc3cc21	108	105	108	91	110	x	109	79	86
Cc1nc2cc(N)c(Cl)cc2[nH]1	107	107	114	79	104	122	99	97	104
O=Cc1c(OCc2cnnn2CC(=O)Nc2ccc([N+](=O)[O-])cc2)ccc2ccccc12	119	90	115	80	102	90	95	93	99
CCCCCCCCCCCCOC1CCN(Cc2ccc(OC)c(OC)c2)c2ccc(OC)cc21 (configuration not stated)	107	101	96	87	93	97	89	87	96

As entered above:
Result of CSc1ncc(CO)c(N)n1 under PC-3: 94
Result of CCC1(C)COC(c2ccc3c(c2)OCO3)OC1 (configuration not stated) under RXF 393: 120
Result of Clc1ccc2[nH]c3c(NCCCN4CCOCC4)ncnc3c2c1 under SN12C: 82
Result of COc1cc(-c2nc3sccn3c2-c2ccnc(NCCCNS(=O)(=O)c3ccc(F)cc3)n2)ccc1F under 786-0: 97
Result of CC(N)CCCc1ccccc1 (configuration not stated) under PC-3: 96

Following part
SMILES	RXF 393	ACHN	TK-10	UO-31	786-0	A498	SN12C	CAKI-1	PC-3
COc1cc2nc(-c3cccc4cccnc34)nc(NC3CCN(Cc4ccccc4)CC3)c2cc1OC	-80*	-94*	-89*	-83*	-71*	-72*	-82*	-88*	-84*
O=C(N/N=C\c1ccc(Br)cc1)c1ccncc1	108	113	117	92	112	121	113	106	103
CC(C)CNNCC(C)C	118	108	96	89	104	112	112	97	99
O=C(O)/C=C\C(=O)Nc1cccc2c1-c1ccccc1C2	100	100	102	88	95	108	106	82	100
O=C1CC(=O)OC(c2ccc([N+](=O)[O-])cc2)O1	-91*	-76*	-16*	-88*	-74*	104	-38*	-46*	37
COc1cc(/C=C/C(=O)/C=C(O)/C=C/c2ccc(OC(=O)C34CC5CC(CC(C5)C3)C4)c(OC)c2)ccc1O	101	102	110	54	114	73	90	65	99
CC(=O)n1cc(C2CC(=O)OC3=C2C(=O)CCC3)c2ccccc21 (configuration not stated)	122	96	x	80	103	113	92	99	95
COc1cc2ncnc(NC3CCC(O)CC3)c2cc1OC (configuration not stated)	102	95	90	76	86	94	106	88	88
COc1ccc(-c2nc(SCCC(C)C)nc(Nc3ccc(C(C)=O)cc3)c2C#N)cc1	100	98	126	110	101	106	117	107	106
NCCCCCCCCC(=O)O	100	95	96	84	102	x	101	x	102
O=C(O)C(c1ccccc1)C1(O)CC2CCC1C2 (configuration not stated)	107	103	108	98	93	x	114	100	98
CCOC(=O)c1ccc(S(=O)(=O)N(C)c2oc(-c3cccc4ccccc34)nc2C#N)cc1	117	108	110	101	104	109	103	103	102
Cc1nc2ccc(Br)cn2c1-c1nnc(SCc2ccccc2[N+](=O)[O-])o1	140	101	119	103	92	91	97	95	116
CN1CCC2(CC1)N=C(SCC(=O)Nc1cnc3ccccc3c1)C(c1ccc(Br)cc1)=N2	24	5.4*	30	-13*	-82*	45	31	8.7*	21
COc1ccc(CSc2nc3cc(OC)c(OC)cc3c(=O)n2-c2ccc(Cl)cc2)cc1	x	97	116	71	103	89	99	91	82
Cc1ccc(C(=O)O)o1	118	111	97	95	97	108	110	x	90
CC1CCNC(C)C1 (configuration not stated)	108	106	109	93	106	106	103	101	90
Cc1cccc(N2CCN(CC(O)COc3ccc4ccccc4c3)CC2)c1 (configuration not stated)	106&101	112&102	115&100	84&91	99&92	76&108	105&98	92&103	94&94
CCN1C(=O)/C(=C2\SC(N3CCC(Cc4ccccc4)CC3)=NC2=O)c2ccccc21	116	105	112	84	106	106	98	99	x

An excerpt from above, showing only SN12C.
canonical_smiles	SN12C
Cc1nc2ccc(Br)cn2c1-c1nnc(SCc2ccccc2[N+](=O)[O-])o1	97
CN1CCC2(CC1)N=C(SCC(=O)Nc1cnc3ccccc3c1)C(c1ccc(Br)cc1)=N2	31
COc1ccc(CSc2nc3cc(OC)c(OC)cc3c(=O)n2-c2ccc(Cl)cc2)cc1	99

Reprinted at random: 2 records from the list, in no set order.
SMILES	RXF 393	ACHN	TK-10	UO-31	786-0	A498	SN12C	CAKI-1	PC-3
Cc1ccc(C(=O)O)o1	118	111	97	95	97	108	110	x	90
CN1CCC2(CC1)N=C(SCC(=O)Nc1cnc3ccccc3c1)C(c1ccc(Br)cc1)=N2	24	5.4*	30	-13*	-82*	45	31	8.7*	21

Compounds as they come, and some 11% of all compounds hit somewhere here.
